MsrA act: bovine MsrA enzyme activators, primary screen, biochemical, absorbance, HTS. Methionine sulfoxide reductase A (Bos taurus). 360,000 compounds, 0.3% hits. AID 602163, 2012. activation, % at 10.6 µM. purified bovine MsrA, absorbance read-out; in the data active means activation above about 7.5%;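 further: 0% = vehicle and 100% = reference activator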
eLon inh: inhibitors of E. coli Lon protease, primary screen, biochemical, fluorescence polarization; P0A9M0; inhibition, % at 7.94 µM; 360,000 compounds, 0.42% hits; purified E. coli Lon protease; in the data active means inhibition above about 13%, passing the limit was not always enough;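 further: 0% = enzyme with probe and DMSO and 100% = no enzyme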
Rin1-Abl PPI inh: inhibitors of Rin1-Abl protein binding, primary screen, biochemical, TR-FRET. Tyrosine-protein kinase ABL1 (Homo sapiens) + Ras and Rab interactor 1 (Homo sapiens), …. inhibition, % at 7.35 µM. 360,000 compounds, 0.4% hits. AID 588664, 2011; in the data active means inhibition above about 5%, passing the limit was not always enough
SKN-1 block: suppressors of acrylamide-induced Pgst-4::GFP reporter in worms, primary screen, SKN-1 inhibitor project, whole organism, uHTS, GFP/RFP fluorescence ratio, strain VP596; 360,000 compounds, 0.49% hits; C. elegans VP596 Pgst-4::GFP/RFP ratio, 24 h; AID 624304, 2012; inhibition, % at 21.8 µM;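 active means interference check ratio from 0.5 to 1.5 plus GFP to RFP signal ratio inhibition reaching or exceeding a fixed threshold, cut at about 30% in these data, passing the limit was not always enough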; further: some compounds called inactive have numbers as strong as hits
PABP1 MLLE inh: inhibitors of PABP1 MLLE–PAM2 peptide binding, primary screen, biochemical, fluorescence polarization, FITC-PAM2, GST-MLLE | 360,000 compounds, 0.36% hits | inhibition, % at 20 µM; in the data active means inhibition above about 35%, passing the limit was not always enough;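 further: plate controls were DMSO wells with GST-MLLE for no effect and wells lacking GST-MLLE protein for full effect; some results filed as inactive read as strong as hits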
FAS-TE inh: FAS thioesterase domain inhibitors, primary screen, biochemical, fluorescence intensity, uHTS. Fatty acid synthase (Homo sapiens), P49327. recombinant FAS-TE, OMFH fluorogenic substrate, fluorescence endpoint. inhibition, % at 15 µM. 360,000 compounds, 0.67% hits. AID 602261, 2012;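 active means compounds whose normalised, plate-corrected inhibition of enzyme fluorescence in the single-dose primary screen is 50% or more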;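 further: 0% = DMSO with enzyme and 100% = substrate without enzyme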
NRP1-CendR mod: modulators of CendR peptide binding to NRP-1, primary screen, biochemical, fluorescence polarization, uHTS; FAM-RPARPAR peptide binding to NRP-1; inhibition, % at 25 µM; 360,000 compounds, 0.85% hits;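 active means inhibition or corrected inhibition above about 18%, plus a signal ratio from 0.5 to 1.5, limit read from the data, passing the limit was not always enough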; further: strong numbers were not always called active
Neddylation inh: inhibitors of cullin neddylation, primary screen, biochemical, TR-FRET, uHTS, NAE and Ubc12. calls only at 25 µM. 360,000 compounds, 0.58% hits. AID 651699, 2012. NEDD8-conjugating enzyme Ubc12 (Homo sapiens) + NEDD8-activating enzyme E1 regulatory …; in the data active means inhibition above about 36%
Target sequence (P61081 whole entry, looked up): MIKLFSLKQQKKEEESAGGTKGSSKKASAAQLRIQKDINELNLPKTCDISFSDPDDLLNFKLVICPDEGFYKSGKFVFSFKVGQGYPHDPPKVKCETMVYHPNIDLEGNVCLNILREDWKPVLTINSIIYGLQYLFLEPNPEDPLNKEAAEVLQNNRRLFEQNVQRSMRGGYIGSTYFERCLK
Target sequence (Q13564 whole entry, looked up): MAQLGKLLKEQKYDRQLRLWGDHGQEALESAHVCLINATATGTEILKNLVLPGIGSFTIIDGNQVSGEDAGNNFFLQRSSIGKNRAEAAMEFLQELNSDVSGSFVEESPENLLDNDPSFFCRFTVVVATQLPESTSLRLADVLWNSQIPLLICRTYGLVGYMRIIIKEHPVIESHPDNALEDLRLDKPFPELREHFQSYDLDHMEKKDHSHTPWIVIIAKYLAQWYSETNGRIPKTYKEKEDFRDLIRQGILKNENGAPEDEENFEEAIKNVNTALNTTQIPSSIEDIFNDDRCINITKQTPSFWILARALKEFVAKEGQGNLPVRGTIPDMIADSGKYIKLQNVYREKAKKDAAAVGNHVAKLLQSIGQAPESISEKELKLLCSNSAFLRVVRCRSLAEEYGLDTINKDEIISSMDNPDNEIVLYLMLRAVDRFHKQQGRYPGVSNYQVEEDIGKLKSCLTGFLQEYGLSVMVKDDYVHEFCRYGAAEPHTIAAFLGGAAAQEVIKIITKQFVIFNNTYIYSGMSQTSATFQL
MT1-MMP act inh: blockers of MT1-MMP proenzyme processing, primary screen, HT1080 RFP-PRO-GFP cells, GFP/RFP fluorescence. 360,000 compounds, 0.061% hits. GFP/RFP ratio fluorescence, overnight; percent of plate control window, DMSO zero. Matrix metalloproteinase-14 (Homo sapiens), P50281. GFP/RFP ratio change, % at 20 µM. AID 651647, 2012;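 active means GFP/RFP ratio change of at least 30% with cell ATP level not reduced by more than half and red fluorescence within 50% of control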; further: strong numbers were not always called active
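Material: RFP-PRO-GFP reporter HT1080 cells. Dosing: single-point 20 µM compound, 1% DMSO. Controls: DMSO and RFP-L50D-GFP cell wells. Timing: cells overnight before dosing, compound overnight, 37 °C, 5% CO2. Measure: GFP/RFP fluorescence ratio.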
Active calls of the source: *; i = inactive; . = no result given; + = active, no number. Outcome played no part in choosing rows; any-hit rate near 4%.

SMILES | MsrA act | eLon inh | Rin1-Abl PPI inh | SKN-1 block | PABP1 MLLE inh | FAS-TE inh | NRP1-CendR mod | Neddylation inh | MT1-MMP act inh
CCC(c1nnnn1CCc1ccccc1)N(Cc1ccco1)Cc1cc2cc(C)cc(C)c2[nH]c1=O (centres undefined) | -1 | 0 | 1 | 8 | 20 | 0 | -31 | i | -2
CC(=O)Nc1ccc(S(=O)(=O)N2CCC(C(=O)O)(c3ccccc3)CC2)cc1 | 0 | 5 | 0 | 15 | 8 | -2 | 11 | i | 1
COc1ccc(/C=C\C(=O)NCC(=O)N/N=C/c2cccc(OC)c2O)cc1 | 1 | -5 | -1 | -3 | -24 | 2 | 0 | i | 7
O=C(Nc1ccccc1Cl)c1cnccn1 | -1 | 2 | -3 | -5 | 3 | -8 | -3 | i | 2
COc1ccc(C2CC(=O)c3cnc(NC(=O)c4ccccc4)nc3C2)cc1OC (centres undefined) | -1 | -4 | 3 | 6 | -9 | 2 | -6 | i | -1
COc1ccc(N2CCN(CCNC(=O)c3ccc4c(c3)[nH]c(=S)n3c5ccccc5nc43)CC2)cc1 | 0 | -1 | -4 | -2 | -91 | 2 | -2 | i | -2
Cc1ccc(S(=O)(=O)N(C)C[C@@H]2Oc3ccc(NC(=O)Cn4cnnn4)cc3C(=O)N([C@@H](C)CO)C[C@H]2C)cc1 | -3 | -18 | 4 | 10 | -21 | -3 | -22 | i | 5
CSc1cccc(NC(=O)CSc2ncccc2C(=O)Oc2cccc([N+](=O)[O-])c2)c1 | -7 | -2 | -5 | 2 | -8 | 24 | -12 | i | 1
Cc1cc(N/N=C\c2ccc(Br)cc2)nc(-n2nc(C)cc2C)n1 | -8 | 2 | -2 | 13 | -5 | 3 | -4 | i | 9
COc1cccc(N2C(=O)Nc3ccc(Br)cc3C2(O)C(=O)NCCCN(C)C)c1 (centres undefined) | 0 | 5 | 0 | -2 | 1 | -3 | 4 | i | 5
CC1=CC=CC2=NC(=O)CC(C)(C(=O)N(CC(=O)NC(C)C)C3CCCC3)N12 (centres undefined) | -6 | 0 | 0 | 5 | -4 | -6 | 8 | . | 12
OCC1(CC2CCCCO2)CCN(Cc2ccccc2-c2ccco2)CC1 (centres undefined) | -10 | -9 | 1 | 5 | 5 | -5 | 2 | i | 1
Cc1ccc(S(=O)(=O)NCc2csc(-c3cccs3)n2)cc1 | -2 | 3 | 3 | 0 | -7 | 4 | 3 | i | 1
CCCc1c(C(=O)N/N=C/c2ccc3c(c2)OCO3)nnn1-c1nonc1N | -2 | -13 | -2 | -1 | 13 | -6 | 1 | + | 7
O[C@@H]1C[C@H](c2ccccc2)N(CC2CCCCC2)C[C@H]1n1cc(C2CC2)nn1 | -3 | -5 | 1 | 10 | 2 | 2 | 1 | i | 0
NC(N)=Nc1nc(-c2ccccc2)c2cc(Cl)ccc2n1 | -2 | -16 | -1 | -1 | 6 | -31 | -6 | i | -9
Cc1ccc(SCCNC(=O)/C=C/c2ccc([N+](=O)[O-])cc2)cc1 | -2 | -2 | -2 | 7 | 3 | 34 | -9 | i | 2
COc1ccc2[nH]cc(CCNC(=O)CS(=O)(=O)Cc3ccccc3)c2c1 | -1 | -2 | 0 | -5 | 4 | -2 | -4 | i | 1
Cc1ccc2nc(SCC(=O)Nc3nonc3N)[nH]c2c1 | -2 | -4 | 2 | -6 | -40 | -4 | 2 | i | 6
C=CCn1c(=O)c2c(nc3n2CCN3c2cccc(Cl)c2C)n(C)c1=O | -6 | -3 | -3 | 19 | 17 | -2 | -4 | i | 3
Cc1[nH]c2ccccc2c1C(=O)COC(=O)Cn1cnc2ccccc21 | -6 | -8 | -1 | -2 | -12 | -5 | -8 | i | -1
COCc1cc(C)n(CC(=O)NC(C)c2ccccc2)c(=O)c1C#N (centres undefined) | -10 | 5 | 0 | -14 | 15 | -4 | 9 | i | 0
Cc1ccc(NC(=S)NCCCN2CCOCC2)cc1C | -3 | 2 | 0 | -13 | 8 | -5 | -1 | i | 4
CCOC(=O)N1CCN(C(=O)C2CCCN(S(=O)(=O)c3ccc(F)cc3)C2)CC1 (centres undefined) | -2 | -7 | 4 | -1 | -7 | -11 | 2 | i | 4
Cc1ccnc(NS(=O)(=O)c2ccc(NS(=O)(=O)c3ccc([N+](=O)[O-])cc3)cc2)n1 | -7 | 2 | 0 | 3 | 1 | 1 | 8 | i | 1
The results go on.
SMILES | MsrA act | eLon inh | Rin1-Abl PPI inh | SKN-1 block | PABP1 MLLE inh | FAS-TE inh | NRP1-CendR mod | Neddylation inh | MT1-MMP act inh
CCCc1cc(C(=O)Nc2cc(C)nn2-c2ccccc2)no1 | -1 | 6 | -2 | 12 | -7 | -7 | 2 | i | 2
N#Cc1ccc(OCC(=O)N2CCN(c3ccc(C(F)(F)F)cn3)CC2)cc1 | 0 | -1 | 2 | 14 | -92 | -7 | 11 | i | 5
CCCCc1c(C)nc2ccccc2c1SCCC#N | -3 | 3 | -2 | 15 | 0 | 18 | -10 | i | -6
CC(=O)c1c2c3c(c(Br)ccc3n(C)c1=O)C(=O)c1ccccc1-2 | -1 | 50* | -10 | 25 | 59* | 38 | 16 | i | -19
CC(O)(c1ccc(F)c(F)c1)c1nc(-c2cccc3cccnc23)cs1 (centres undefined) | -2 | 13 | 5 | 28 | -10 | 18 | 3 | i | 1
COc1ccc(/C=C(/C(=O)Nc2ccccc2C(=O)N2CCCC2)c2ccccc2)cc1 | 0 | -9 | -3 | -10 | 12 | 16 | 0 | i | -1
Cc1ccc(NC(=O)CN(C)C(=O)COC(=O)c2nccnc2N)cc1 | -3 | -5 | 2 | 15 | -7 | -2 | 12 | + | -3
CCOC(=O)C1Oc2ccccc2C(c2cccc3ccccc23)=C1C(=O)OC (centres undefined) | -4 | -8 | -4 | 18 | -6 | 18 | 6 | i | -3
CN(C)S(=O)(=O)c1ccc(N2CCCC2)c(C(=O)OCC(=O)NC2CCCCC2)c1 | -6 | -2 | -1 | -26 | -12 | 6 | 13 | i | 2
CCC(C)NS(=O)(=O)c1ccc(S(=O)(=O)N2CC=C(c3ccc(F)cc3)CC2)cc1 (centres undefined) | -3 | 5 | -1 | 3 | 3 | 31 | 4 | i | -11
CC(C)c1ccc(NC(=O)CNS(=O)(=O)c2ccc(F)cc2)cc1 | -2 | -1 | 5 | -4 | 9 | -3 | 9 | i | -5
CCn1cc(C(=O)NCCCN2CCC(C)CC2)c(=O)c2cc(S(=O)(=O)N3CCCC3)ccc21 | -1 | -1 | -5 | 11 | 2 | -14 | 1 | i | 4
Nc1c(N(CCC2=CCCCC2)C(=O)c2ccc([N+](=O)[O-])o2)c(=O)[nH]c(=O)n1Cc1ccccc1 | 0 | -23 | -2 | -7 | -37 | 23 | -21 | i | -101
CCO[C@H]1OC(C(N)=O)=C[C@@H](c2csc3ccccc23)[C@@H]1CCCO | -8 | -6 | 1 | -4 | -10 | -6 | -6 | i | 3
Cc1noc(C)c1S(=O)(=O)N(CC(=O)NCc1ccc2c(c1)OCO2)c1ccc(C(C)C)cc1 | -1 | 6 | -4 | 13 | 16 | 15 | 6 | i | -2
CCOC(=O)c1c(/N=C/c2cccc([N+](=O)[O-])c2O)sc(C)c1C | 5 | 0 | 4 | 20 | 51* | -12 | 22 | i | 4
Cc1nc(-c2ccccc2O)n(-c2ccccc2)n1 | -1 | 5 | 1 | -2 | -12 | -4 | -12 | i | 3
CC(C)(C)c1ccc(OCC(O)CN(CCO)CC(O)Cn2ccc3ccccc32)cc1 (centres undefined) | -1 | 5 | -1 | 8 | -4 | 6 | 2 | i | -1
Nc1n[nH]c(-c2ccc(Br)cc2)c1Cl | 1 | 3 | -4 | 29 | -1 | 1 | 15 | i | 0
COc1cc(OC)c(C(=O)NNC(=S)NC2CCCCC2)cc1OC | 0 | -8 | -2 | 9 | -78 | -5 | 14 | i | 11
CCCC(=O)Nc1ccc(-c2nc3cc(C)c(C)cc3o2)c(O)c1 | -4 | 2 | 2 | 5 | -1 | -6 | 0 | i | 3
CC(=O)c1ccc(N2CCN(CC(=O)Nc3ccccc3N3CCOCC3)CC2)cc1 | -2 | -16 | 3 | 8 | -5 | -1 | -5 | i | 1
O=C1C(Cl)=C(NCc2cccnc2)C(=O)c2ccccc21 | 12* | 2 | -14 | 27 | 15 | -1 | 6 | i | -4
COCCCn1c(=O)c2sccc2n(Cc2cccc(F)c2)c1=O | -3 | 3 | 2 | 7 | 3 | -1 | 11 | i | 3
Brc1ccc(-c2nnc3sc(CN4CCc5ccccc5C4)cn23)cc1 | -3 | 1 | -1 | 0 | -3 | -3 | -5 | i | 2
More entries
SMILES | MsrA act | eLon inh | Rin1-Abl PPI inh | SKN-1 block | PABP1 MLLE inh | FAS-TE inh | NRP1-CendR mod | Neddylation inh | MT1-MMP act inh
CC(=O)NCC(=O)OCC(=O)c1ccccc1 | -2 | -9 | 3 | 0 | -17 | -1 | 2 | i | -2
COc1cc(OC)cc(C(=O)N[C@H](C(=O)OCC(=O)Nc2ccc(F)c(F)c2)C(C)C)c1 | 0 | -5 | 6 | 6 | 11 | 13 | 5 | i | 0
CCOc1cc(C(=O)Nc2ccc(N3CCOCC3)cc2)cc(Br)c1OC | -3 | -2 | 3 | 7 | 5 | 6 | -1 | i | -9
COC(=O)c1c(C)oc2c1cc(NS(=O)(=O)c1ccc(C(=O)O)cc1)c1ccccc12 | 0 | 2 | -3 | 7 | 13 | 0 | -12 | i | -4
COc1ccc(C(C(=O)Nc2c(C)cccc2C)N2CCN(c3ccc(C)cc3)CC2)cc1 (centres undefined) | . | . | . | -5 | . | . | 5 | i | -1
COc1ccc(CCNC(=O)C2CC3Cn4c(nc5ccccc54)C3N2c2ccccc2)cc1 (centres undefined) | -9 | -16 | 0 | 1 | 0 | -8 | 1 | i | -5
COc1ccc(NC(=O)CS(=O)c2cccc(C(F)(F)F)c2)cc1 (centres undefined) | -10 | -7 | 0 | 3 | -6 | -3 | 0 | i | 3
COc1ccc(CCN2C(=O)C3C4C=CC(C4)C3C2=O)cc1OC (centres undefined) | -1 | -8 | 0 | 12 | -1 | -10 | -6 | i | 9
COc1ccc(Cc2nnc(SCC(=O)N(C)CC(=O)Nc3ccc(C)cc3)o2)cc1 | -1 | -3 | 0 | -10 | -14 | 2 | 7 | i | -1
O=C(CSc1nnc2c(n1)[nH]c1ccc(F)cc12)N1CCOCC1 | 2 | -5 | -7 | -3 | 14 | -6 | 0 | i | 6

Four of these compounds in another layout:
Values run as follows: MsrA act | eLon inh | Rin1-Abl PPI inh | SKN-1 block | PABP1 MLLE inh | FAS-TE inh | NRP1-CendR mod | Neddylation inh | MT1-MMP act inh
- COC(=O)c1c(C)oc2c1cc(NS(=O)(=O)c1ccc(C(=O)O)cc1)c1ccccc12
    0 | 2 | -3 | 7 | 13 | 0 | -12 | i | -4
- COc1ccc(C(C(=O)Nc2c(C)cccc2C)N2CCN(c3ccc(C)cc3)CC2)cc1 (centres undefined)
    . | . | . | -5 | . | . | 5 | i | -1
- COc1ccc(CCNC(=O)C2CC3Cn4c(nc5ccccc54)C3N2c2ccccc2)cc1 (centres undefined)
    -9 | -16 | 0 | 1 | 0 | -8 | 1 | i | -5
- COc1ccc(NC(=O)CS(=O)c2cccc(C(F)(F)F)c2)cc1 (centres undefined)
    -10 | -7 | 0 | 3 | -6 | -3 | 0 | i | 3
